S100A4 MyoIIA = inhibitors of human S100A4 binding to myosin IIA peptide | P26447 | S100A4/TAMRA-MyoIIA peptide fluorescence polarization | inhibition, % at 10.7 µM | actives 0.14% (n = 360,000);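 active means mean inhibition of at least 70% across replicates, with every replicate also reaching that level; inconclusive means mean inhibition reaches 70% but some replicates fall short; inactive means mean inhibition below 70%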
Target sequence (P26447 whole entry, looked up): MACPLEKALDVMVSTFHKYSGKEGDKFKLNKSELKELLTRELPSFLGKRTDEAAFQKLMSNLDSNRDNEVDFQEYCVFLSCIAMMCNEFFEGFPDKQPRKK
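Material: S100A4 monomer protein / Buffer or medium: 50 mM HEPES pH 7.2, 10 mM CaCl2, 100 mM KCl / Times: 5 min incubation before reading / Benchmarks: neutral control DMSO, positive control TFP / Reagent: labelled myosin peptide probe, 5 nM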
Cneo AK release = Cryptococcus neoformans lysis via adenylate kinase release; C. neoformans lysis, adenylate kinase release luminescence, 4 h; normalised: neutral wells 0, clomiphene wells 100; lysis activity, % at 15 µM; actives 0.2% (n = 360,000);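 active means mean lysis activity across replicates of at least 80%, whatever share of replicates individually reach that level; inactive means mean lysis activity below 80%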
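Signal: Adenylate kinase release luminescence | Assay system: Log-phase Cryptococcus neoformans yeast cells | Input: Cells at 5 × 10^6 per mL | Buffer or medium: Fresh YPD growth medium | Compound: Single dose | Schedule: Static 4 h at 37 °C with compound, 1 h detection | Controls: Clomiphene | Read-out: Luminescence rise reflecting yeast cell lysis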
Xi reactivation = reactivates the inactive X chromosome in mouse fibroblasts | XiGFP mouse fibroblasts, % GFP-positive cells imaging, 3 d; cells co-treated with 5-aza-dC sensitizer; scaled so ellipticine positive control = 100% | activation, % at 7.58 µM | actives 0.055% (n = 360,000) | AID 743238;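 active means mean normalized replicate activation at least 10% and every replicate at or above 10%; inconclusive means only one of the two criteria met; inactive means mean below 10% and not all replicates reach 10%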;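 further: 0% = median of on-plate neutral control wells and 100% = ellipticine 6 µM median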
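Assay system – SV40-immortalized XiGFP fibroblast cells, line 68-5-11 · Buffer or medium – DMEM supplemented with 5-aza-dC as sensitizing agent · Dosing – one concentration, pinned · Benchmarks – positive control ellipticine, 6 µM final · Times – 3 days compound exposure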
PGC1a acetyl inh = lowers PGC1a acetylation signal in U2OS cells; AlphaScreen anti-acetyl-lysine; with virally co-expressed GCN5 acetyltransferase; inhibition, % at 15.6 µM; actives 0.17% (n = 350,000); AID 651687;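 active means every replicate shows inhibition of at least 40%; inconclusive means mean inhibition at least 40% but some replicate below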;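 further: 0% = neutral control wells and 100% = positive control wells; some results beyond the cut were filed as inactive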
LGR2 inh = Drosophila LGR2 receptor signaling inhibition | inhibition, % at 9.99 µM | HEK293 LGR2, CRE-luciferase, bursicon-stimulated, 4 h | actives 0.35% (n = 380,000);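 active means drop in luminescence signal, shown as inhibition above about 50% in the replicate tests, limit read from the data, passing the limit was not always enough; inconclusive means probably only some replicates passing the limit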;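 further: agonist challenge used bursicon conditioned medium at about half maximal strength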
Statin myotox sup = protects C2C12 myotubes from simvastatin toxicity | ATP luminescence, 48 h; scaled: DMSO 0, geranylgeraniol control 100 | actives 0.78% (n = 330,000) | AID 602340 | rescue of ATP level, % at 7.49 µM;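 active means mean ATP rescue above about 67%, or every replicate alone reaching that limit, limit read from the data, passing the limit was not always enough; inconclusive means no clear call, values can overlap the other calls; inactive means mean under the limit and some replicate under it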;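 further: myotubes were challenged with 10 µM simvastatin during compound exposure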
SIRT5 inh = blocks human SIRT5 desuccinylation of peptide; inhibition, % at 15 µM; Purified SirT5, succinyl-peptide AMC, trypsin-coupled fluorescence; actives 1.1% (n = 330,000); in the data active means inhibition above about 15%; inconclusive means no clear call, values can overlap the other calls
ERAP1 inh = blocks human ERAP1 aminopeptidase activity | recombinant ERAP1, Leu-AMC fluorescence, 60 min | actives 0.15% (n = 340,000) | Q9NZ08 | inhibition, % at 10.7 µM;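 active means mean replicate inhibition of at least 30%, or all replicates individually reaching that 30% level; inactive means mean below 30% and not every replicate reaching it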;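 further: 0% = neutral control wells and 100% = L-leucinethiol positive control wells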
Target sequence (Q9NZ08 whole entry, looked up): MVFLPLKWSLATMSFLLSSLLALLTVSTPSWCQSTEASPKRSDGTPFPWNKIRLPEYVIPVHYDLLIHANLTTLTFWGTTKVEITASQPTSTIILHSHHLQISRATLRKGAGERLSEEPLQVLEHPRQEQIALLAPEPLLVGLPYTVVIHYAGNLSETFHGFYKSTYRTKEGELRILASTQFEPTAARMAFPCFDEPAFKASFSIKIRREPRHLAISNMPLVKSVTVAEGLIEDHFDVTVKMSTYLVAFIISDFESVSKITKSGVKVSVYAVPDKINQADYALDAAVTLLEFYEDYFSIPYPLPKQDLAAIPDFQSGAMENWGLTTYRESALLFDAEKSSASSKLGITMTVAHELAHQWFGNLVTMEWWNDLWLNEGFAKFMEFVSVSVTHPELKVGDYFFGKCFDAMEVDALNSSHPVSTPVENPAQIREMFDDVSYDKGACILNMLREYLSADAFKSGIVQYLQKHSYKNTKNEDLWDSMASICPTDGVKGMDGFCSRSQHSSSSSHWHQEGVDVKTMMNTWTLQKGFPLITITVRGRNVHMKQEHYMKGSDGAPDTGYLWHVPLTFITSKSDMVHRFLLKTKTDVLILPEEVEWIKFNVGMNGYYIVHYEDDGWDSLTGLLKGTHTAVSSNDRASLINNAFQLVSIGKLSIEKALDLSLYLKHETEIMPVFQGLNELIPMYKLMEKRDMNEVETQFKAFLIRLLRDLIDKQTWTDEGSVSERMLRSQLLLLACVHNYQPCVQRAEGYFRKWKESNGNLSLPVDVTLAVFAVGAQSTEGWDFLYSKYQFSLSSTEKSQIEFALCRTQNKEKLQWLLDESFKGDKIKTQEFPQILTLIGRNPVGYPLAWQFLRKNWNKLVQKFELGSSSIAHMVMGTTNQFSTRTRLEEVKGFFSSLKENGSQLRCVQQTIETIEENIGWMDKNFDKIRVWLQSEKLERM
The depositor's hits bear a star; u = inconclusive; x = not tested or not shown; & = joins results of further samples. Not all compounds are listed, so the mix of outcomes need not match the whole.

SMILES	S100A4 MyoIIA	Cneo AK release	Xi reactivation	PGC1a acetyl inh	LGR2 inh	Statin myotox sup	SIRT5 inh	ERAP1 inh
COC(=O)C[C@H]1C=C[C@@H](NS(=O)(=O)c2ccc(OC)cc2)[C@@H](CO)O1	4	15	0.4	5	12	-8	0	-2
O=C1OCCC1=COCCCCCOC=C1CCOC1=O	-1	1	0.0	0	2	8	-2	1
Cc1sc2ncnc(OCC(=O)NC(C)C(C)C)c2c1C (configuration not stated)	1	x	-0.1	x	-12	x	0	-1
Cc1ccc(CS(=O)Cc2ccc(C(=O)NCc3ccccc3Br)o2)cc1 (configuration not stated)	-3	-2	0.1	-1	4	7	3	2
COc1ccc2c(c1)C(C)(CCN)C(=O)N2C (configuration not stated)	-2	1	-0.3	x	2	10	1	1
CCCCCCN1CC(=O)N2[C@@H](Cc3c([nH]c4ccccc34)C2(C)C)C1=O	9	-1	0.3	-7	1	-3	-1	-1
O=C(NC(=S)Nc1ccc2[nH]c(=O)[nH]c2c1)c1cccc(F)c1	-1	0	0.3	x	4	33	1	0
CN(C)C(=O)C[C@H]1C=C[C@@H](NC(=O)C2CCC2)[C@H](CO)O1	6	-1	0.3	-6	-19	-1	-1	0
COc1ccc(N(C(=O)CSCC(=O)Nc2cc(C)on2)C(C(=O)NC2CCCCC2)c2ccc(O)c(O)c2)cc1 (configuration not stated)	-4	x	0.0	x	-5	x	-3	-1
COc1ccc(CCNC(=O)C(=O)Nc2ccc3c(c2)OCCO3)cc1OC	2	x	0.1	x	8	x	10	4
CC(C)CC(C(=O)NC(C)(C)C)N(CC1CCCO1)C(=O)c1snc(C(N)=O)c1N (configuration not stated)	-22	x	0.0	1	-11	-9	-1	0
CCOC(=O)C1=CN(Cc2ccco2)S(=O)(=O)N(C)C1c1ccccc1 (configuration not stated)	-2	0	0.2	x	13	5	-3	0
CC=Cc1ccc2n(c1=O)C[C@@H]1[C@@H](CO)[C@H](C(=O)NCCc3ccncc3)N(Cc3cncnc3)[C@H]21 (mixture of isomers)	-4	-3	0.0	2	-27	-7	1	8
O=C(C[C@H]1C[C@H]2c3cc(NC(=O)Nc4ccccc4)ccc3O[C@H]2[C@H](CO)O1)NCc1ccccn1	x	x	-0.1	1	0	2	x	x
Cc1ccc(S(=O)(=O)Nc2ccc(Cl)cc2C(=O)c2ccc(F)cc2)cc1	8	1	1.2	9	x	5	1	-8
COc1cccc(S(=O)(=O)Nc2ccc3c(c2)OC[C@H](C)N(C(=O)Cc2cccnc2)C[C@@H](C)[C@@H](OC)CN(C)C3=O)c1	x	1	0.0	-9	1	-14	x	x
CCCCCN(C(=O)CCC(=O)OCC(=O)Nc1ccc(C)cc1F)c1c(N)n(CCCC)c(=O)[nH]c1=O	1	1	0.0	x	-6	4	-2	-2
CSc1ccc(/C=C/C(=O)OCC(=O)NC2CC2)cc1	-3	0	0.8	5	-10	9	-4	0
O=[N+]([O-])c1ccc(CSCc2ccc([N+](=O)[O-])cc2)cc1	28	x	-0.1	x	0	x	0	2
CCc1ccccc1NC(=O)C1CCN(c2cnccn2)CC1	1	-2	0.1	x	-7	1	-4	2

Entries of single compounds, quoted from the list. Order of values: S100A4 MyoIIA | Cneo AK release | Xi reactivation | PGC1a acetyl inh | LGR2 inh | Statin myotox sup | SIRT5 inh | ERAP1 inh
Entry for Cc1sc2ncnc(OCC(=O)NC(C)C(C)C)c2c1C (configuration not stated) : 1 | x | -0.1 | x | -12 | x | 0 | -1
Entry for O=C(C[C@H]1C[C@H]2c3cc(NC(=O)Nc4ccccc4)ccc3O[C@H]2[C@H](CO)O1)NCc1ccccn1 : x | x | -0.1 | 1 | 0 | 2 | x | x
Entry for CCCCCN(C(=O)CCC(=O)OCC(=O)Nc1ccc(C)cc1F)c1c(N)n(CCCC)c(=O)[nH]c1=O : 1 | 1 | 0.0 | x | -6 | 4 | -2 | -2

Further structures follow:
SMILES	S100A4 MyoIIA	Cneo AK release	Xi reactivation	PGC1a acetyl inh	LGR2 inh	Statin myotox sup	SIRT5 inh	ERAP1 inh
O=C1CN(Cc2ccccc2)CC(=O)N1	2	-12	0.1	-10	-3	9	-2	3
CC(CNC(=O)CCS(=O)(=O)c1cc2c(cc1Cl)NC(=O)CO2)c1ccccc1 (configuration not stated)	0	0	0.1	x	-8	-13	x	0
CCOC(=O)Nc1cc2c(cc1[N+](=O)[O-])-c1ccccc1C2=O	17	9	-0.1	-2	4	6	-4	3
CCN(CC)CCNC(=O)c1ccc(NC(=O)CC(NC(=O)c2ccccc2Cl)c2ccccc2)cc1 (configuration not stated)	0	3	0.2	2	-5	4	-2	0
C=CCn1c(SCc2ccc(F)cc2)nc2c1c(=O)[nH]c(=O)n2C	-2	-1	0.1	6	-1	4	0	-4
COc1cccc(NC(=O)N[C@@H]2CC[C@@H](CC(=O)N3CCN(C)CC3)O[C@@H]2CO)c1	-2	-2	0.3	-4	-5	-3	0	2
COCc1cn(CC[C@H]2CC[C@@H](NC(=O)Nc3ccc(Cl)cc3)[C@H](CO)O2)nn1	-8	0	-0.9	3	3	2	-5	0
COc1cc(/C=C(\C#N)c2nc3ccc(C)cc3[nH]2)cc([N+](=O)[O-])c1O	3	x	-0.1	-5	-39	x	4	10
Cc1cccc(CN2CCN(CC(C)C)C(CCO)C2)n1 (configuration not stated)	-8	x	1.0	x	9	x	-3	x
O=C(NCCCCCCNC(=O)c1ccncc1)c1ccncc1	-5	9	-0.1	10	-5	-4	x	-2
O=C1C2CCCN2C(c2cccs2)N1c1ccc(F)cc1 (configuration not stated)	-20	x	0.0	12	1	-1	-2	-1
Cc1cc(C(=O)NC2CCCCC2)on1	-21	-2	0.2	0	0	x	-1	-2
Cc1ccc(NC(=O)C2CCCN(S(=O)(=O)c3c(C)noc3C)C2)c(Br)c1 (configuration not stated)	5	0	0.1	-5	8	2	-3	4
Cc1cccc(Nc2nnc(SC(C)C(=O)NC3CC3)s2)c1 (configuration not stated)	-1	-2	0.1	9	5	5	-1	5
O=C(Nc1cc(F)ccc1F)N1CCCCN2[C@H](CO)[C@@H](c3ccc(-c4ccncc4)cc3)[C@@H]2C1	-4	-2	-0.1	1	13	x	3	-3
CCOc1cc(NC(=S)NCCCN2CCOCC2)c(OCC)cc1NC(=O)c1cccc(F)c1	-3	x	-0.1	x	0	x	-1	3
CC(=O)N1[C@@H]2c3ccc(-c4ccccc4)c(=O)n3C[C@@H]2[C@@H](CO)[C@@H]1C(=O)NCc1ccccc1F	x	x	0.2	-3	-15	5	x	x
C[C@H](CO)N1C[C@H](C)[C@H](CN(C)Cc2cccc(F)c2)OCc2ccccc2-c2ccccc2C1=O	x	x	0.0	-25	-1	-28	x	x
CCOc1ccc(NC(=O)CN(C)C(=O)c2cc(S(=O)(=O)N3CCCCC3)ccc2C)cc1OCC	-2	-1	-0.1	6	4	2	-2	-3
O=C(NCc1cccnc1)c1ccc(COc2ccc(Cl)cc2)cc1	9	-1	0.0	-16	43	15	2	-6
Cc1cc(=O)oc2cc(O[C@@H]3O[C@H](CO)[C@H](O)[C@H](O)[C@H]3O)ccc12	0	-4	0.0	1	-3	-8	-3	-5
Cc1ccc2c(c1)N(C(=O)CCC(=O)Nc1ccccc1Br)CC(C)O2 (configuration not stated)	-1	5	-0.2	16	3	-5	-1	-1
O=C(NC1CCCCC1)[C@H]1[C@H](CO)[C@H]2Cn3c(cccc3=O)[C@H]2N1CCc1ccccc1	9	-2	0.0	x	-4	6	-1	-1
CCCCn1c(N)c(N(CC(C)C)C(=O)c2ccc(-c3ccc(C(C)=O)cc3)o2)c(=O)[nH]c1=O	-8	-3	-0.1	-33	-6	-4	-1	4
O=C(CN(CC1CCCO1)C(=O)c1nsc(Cl)c1Cl)NC1CCCC1 (configuration not stated)	6	x	0.0	x	-6	x	2	1
CNC(=O)CCCc1nc(-c2ccccc2Cl)no1	-2	1	x	6	-1	-10	-1	1
CCN(C(=O)COC(=O)/C(C#N)=C/c1ccc(N(C)C)cc1)C1CCS(=O)(=O)C1 (configuration not stated)	12	-1	0.4	x	-71	-11	0	3
CN1CCN(CC(=O)c2cc(C(C)(C)C)c(O)c(C(C)(C)C)c2)CC1	-4	-3	0.0	-7	11	-2	-1	1
COc1ccc(CCNS(=O)(=O)c2csc(C(N)=O)c2)cc1OC	-9	0	0.0	-4	22	-8	-2	-1
C(=N\N1CCN(Cc2ccccc2)CC1)/c1ccc(-c2ccccc2)cc1	5	2	-0.1	-9	-4	x	-3	1
CCCNC(=O)N1CC2(CN(CC3CCOCC3)C2)c2c([nH]c3cc(OC)ccc23)[C@H]1CO	8	x	0.1	9	-14	x	-1	0
Cc1ccc(S(=O)(=O)N(C)C[C@H]2Oc3cc(Br)ccc3S(=O)(=O)N([C@H](C)CO)C[C@H]2C)cc1	1&8&-1	0&3&-4	-0.1&0.1	-19&-12&-25	u	-15&-4&5	2&3&8	4&1&1
Cc1cc(C)c(C#N)c(SCSCc2ccccc2)n1	x	0	x	-5	11	-22	x	x
CCC(=O)N1CC(=O)N2[C@@H](CO)[C@H](c3ccc(-c4ccncc4)cc3)[C@@H]2C1	-9	x	-0.1	-5	5	x	-2	7
O=C(Cn1c(CCCO)nc2ccccc21)Nc1ccccc1-c1ccccc1	4	-2	0.2	x	-11	4	-2	0
COc1ccc(S(=O)(=O)Nc2cc(C(=O)NCCCN3CCOCC3)ccc2N2CCOCC2)cc1	3	x	0.0	x	-10	x	0	1
C[C@@H]1CN([C@@H](C)CO)C(=O)c2cc(NS(C)(=O)=O)ccc2O[C@@H]1CN(C)Cc1ccc(C(=O)O)cc1	-2	49	0.0	-12	-4	-38	-1	0
Cc1ccc(S(=O)(=O)/N=C2\CN(C)C(=O)N2C)cc1	1	x	0.1	x	x	x	0	2
O=C(Nc1nc2cc3c(cc2s1)OCO3)C1=COCCO1	0	-19	-0.1	x	x	-59	-8	1
O=C1Nc2ccccc2O/C1=C\c1c(F)cccc1Cl	2	0	0.2	x	0	9	-6	6
Cc1ccccc1S(=O)(=O)N1C[C@H](O)COC[C@H]2O[C@H](CC(=O)NCc3ccccc3Cl)CC[C@@H]21	2	-1	-0.1	-4	-14	-5	5	2
COc1ccc(Cl)cc1NC(=O)CN(C)C(=O)COc1ccccc1F	-8	1	0.2	x	-11	0	-1	1
CSCCC(C(=O)Nc1c(C)cccc1C)N1CCN(c2ccc(F)cc2)CC1 (configuration not stated)	-10	0	0.4	-23	-6	0	-3	-3
COc1ccc(N(C(=O)c2snc(C(N)=O)c2N)C(C(=O)NCc2ccccc2)c2ccc(F)cc2)c(OC)c1 (configuration not stated)	-7	9	0.1	x	14	52	x	-1
CCC(=O)Nc1cccc(-n2nnnc2SCC(=O)NCc2ccco2)c1	-1	-1	x	x	4	11	-5	1
O=S(=O)([N-]c1nc2ccccc2nc1-[n+]1ccc(-c2ccncc2)cc1)c1ccccc1	1	x	0.1	x	x	x	1	-1
COc1ccc(S(=O)(=O)N(C)C[C@H]2OCCCC[C@@H](C)Oc3ccc(NC(=O)C4CCCCC4)cc3C(=O)N([C@H](C)CO)C[C@@H]2C)cc1	-15	0	0.0	-18	7	x	1	4

Bioassay records from PubChem BioAssay.
